Source: PubChem BioAssay (several laboratories)
EBV gp42 block = Epstein-Barr virus gp42 inhibitors, primary screen, biochemical, uHTS, fluorescence polarization. Glycoprotein 42 (Epstein-Barr virus (strain AG876)), Q1HVG2. 220,000 compounds, 0.42% hits. Fluorescence polarization binding assay, mP read-out. inhibition, % (tested at 21.74 µM); in the data active = inhibition above about 50%
Target sequence (Q1HVG2 whole entry, looked up): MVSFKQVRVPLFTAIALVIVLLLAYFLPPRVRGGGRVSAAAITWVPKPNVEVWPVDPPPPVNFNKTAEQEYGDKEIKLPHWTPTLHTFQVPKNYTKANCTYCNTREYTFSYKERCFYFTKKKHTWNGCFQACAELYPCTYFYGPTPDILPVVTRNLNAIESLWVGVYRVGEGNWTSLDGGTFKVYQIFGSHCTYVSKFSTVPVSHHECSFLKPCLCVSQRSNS
Tb hexokinase = Trypanosoma brucei hexokinase 1 inhibitors, primary screen, biochemical, G6PDH-coupled NADH absorbance, MLSCN library. 220,000 compounds, 0.11% hits. hexokinase 1 [Trypanosoma brucei]. recombinant TbHK1, G6PDH-coupled NADH A340. inhibition, % at 10 µM;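 active = inhibition of 50% or more in the single-dose primary screen; inactive = inhibition below 50%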
14-3-3 Bad PPI = inhibitors of 14-3-3 zeta/Bad binding, primary screen, biochemical, TR-FRET, bovine 14-3-3 zeta. 220,000 compounds, 0.71% hits. 14-3-3 protein zeta/delta (Bos taurus), P63103. inhibition, % at 21.7 µM. TR-FRET 14-3-3zeta/Dy647-pBad peptide displacement, 1 h;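 active = inhibition above about 70%, limit read from the data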;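 note: 0% = full 14-3-3 plus peptide FRET controls and 100% = background without 14-3-3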
Target sequence (P63103 whole entry, looked up): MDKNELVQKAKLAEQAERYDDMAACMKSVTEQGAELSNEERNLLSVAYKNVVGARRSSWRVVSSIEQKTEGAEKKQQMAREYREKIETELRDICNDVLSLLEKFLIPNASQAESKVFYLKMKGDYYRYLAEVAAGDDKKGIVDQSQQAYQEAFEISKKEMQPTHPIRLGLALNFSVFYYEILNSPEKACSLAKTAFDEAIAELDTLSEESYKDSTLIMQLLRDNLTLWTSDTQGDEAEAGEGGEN
Runt-CBFb FRET = inhibitors of RUNX1 Runt–CBFb binding, primary screen, biochemical, FRET, Cerulean-Runt, Venus-CBFb, uHTS; Runt-related transcription factor 1 (Homo sapiens) + Core-binding factor subunit beta …; Cerulean-Runt/Venus-CBFb FRET ratio 530/480, 1 h; inhibition, % at 20 µM; 220,000 compounds, 0.46% hits;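 active = inhibition over about 50% at 20 µM in the single-dose screen, limit read from the data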;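 note: 0% = DMSO wells and 100% = excess unlabeled CBFb competitor control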
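Assay system: Cerulean-Runt domain fusion protein, energy donor; Signal: fluorescence energy transfer, 422 nm excitation, 530/480 nm emission; Timing: 1 h compound exposure, room temperature; Control set: unlabeled CBFb; Medium: Tris buffer pH 7.5 with salts and BSA; Compound: single test concentration of 20 µM, 1% DMSO final; Probe or stimulus: Venus-CBFb 100 nM.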
Hck-Nef inh = inhibitors of Nef-activated human Hck kinase, primary screen, biochemical, Z-Lyte FRET, 384-well, Hck-YEEI. Tyrosine-protein kinase HCK (Homo sapiens), P08631. Recombinant Hck-YEEI plus Nef, Z-Lyte FRET kinase assay. inhibition, % at 20 µM. 220,000 compounds, 0.68% hits. AID 463187, 2010;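 active = Hck-Nef kinase inhibition above about 50%, limit read from the data; inactive = inhibition below that limit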;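 note: 0% = DMSO with Hck plus Nef and 100% = Hck alone without Nef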
L929 necroptosis = inhibitors of zVAD-triggered necroptosis, primary screen, L929 cells | L929 zVAD necroptosis rescue, ATP luminescence, 24 h; with zVAD 60 µM | viability rescue, % at 10 µM | 220,000 compounds, 0.38% hits;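 active = activation, scaled between plate controls, above about 75%, limit read from the data; inactive = activation under that limit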;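 note: 0% = zVAD with DMSO and 100% = DMSO alone without zVAD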
Mdm2 ligase inh = MDM2-luciferase reporter signal enhancers, primary screen, MDM2 E3 ligase inhibitor project, cell-based, luminescence, 1536-well | cell-based MDM2 ubiquitination luciferase reporter, 2 h; 0 = plate control, 100 = twice control, blank-subtracted | signal enhancement, % at 5 µM | 210,000 compounds, 0.11% hits | AID 1230, 2008;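 active = signal enhancement of 30% or more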;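 note: luminescence tracks abundance of the self-degrading MDM2-luciferase fusion protein; higher signal means inhibition of MDM2 E3 ligase activity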
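Test system: mammalian cells stably expressing self-ubiquitinating, self-degrading MDM2 E3–luciferase fusion; Amount: 2000 cells in each well; Medium: DMEM; Schedule: 4 h settle plus 2 h compound, 37 °C; Technique: SteadyLite luciferase luminescence after 15 min room-temperature reagent incubation; Benchmarks: plate control and blank wells.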
Runt-SMMHC FRET = inhibitors of RUNX1 Runt–CBFb-SMMHC binding, primary screen, biochemical, FRET, Cerulean-Runt, Venus-CBFb-SMMHC, uHTS; Runt-related transcription factor 1 (Homo sapiens) + Core-binding factor subunit beta …; Cerulean-Runt/Venus-CBFb-SMMHC FRET ratio 530/480, 1 h; inhibition, % at 20 µM; 220,000 compounds, 0.74% hits;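 active = mean inhibition across duplicate retests at 20 µM reaching about 50%, limit read from the data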;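 note: 0% = DMSO wells and 100% = wells with excess untagged CBFb-SMMHC; inhibitors lower the FRET ratio by blocking Runt binding to CBFb-SMMHC; some results filed as inactive read as strong as hits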
NCF1 inh = p47phox/p22phox peptide binding inhibitors, primary screen, biochemical, uHTS, NADPH oxidase regulatory subunit; Neutrophil cytosol factor 1 (Homo sapiens), P14598; fluorescence polarization, 2 h; inhibition, % at 24.7 µM; 220,000 compounds, 0.53% hits;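 active = inhibition above about 30%, limit read from the data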;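 note: 0% = p47phox with labelled peptide and 100% = labelled peptide alone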
Target sequence (P14598 whole entry, looked up): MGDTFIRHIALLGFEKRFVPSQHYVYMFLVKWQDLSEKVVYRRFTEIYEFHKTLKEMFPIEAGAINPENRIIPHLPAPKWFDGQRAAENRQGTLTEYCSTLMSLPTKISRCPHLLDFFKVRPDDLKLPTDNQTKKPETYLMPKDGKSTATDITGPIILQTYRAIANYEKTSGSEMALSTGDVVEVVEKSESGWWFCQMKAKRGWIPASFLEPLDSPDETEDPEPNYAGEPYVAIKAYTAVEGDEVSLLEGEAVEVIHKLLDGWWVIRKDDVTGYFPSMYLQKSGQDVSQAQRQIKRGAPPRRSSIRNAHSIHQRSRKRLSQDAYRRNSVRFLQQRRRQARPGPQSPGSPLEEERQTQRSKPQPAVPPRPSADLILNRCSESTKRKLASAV
The depositor's hits bear a star; . = no result given; [ ] = remark or other dose.

Start of the data: the first 2 entries (preview)
Compound,EBV gp42 block,Tb hexokinase,14-3-3 Bad PPI,Runt-CBFb FRET,Hck-Nef inh,L929 necroptosis,Mdm2 ligase inh,Runt-SMMHC FRET,NCF1 inh
O=C(N/N=C/c1ccc([N+](=O)[O-])cc1)C(=O)N1CCCC1,-15,-34,-9,0,6,0.4,-17,-2,-9
O=C(/C=C/c1ccco1)Nc1cccc(NC(=O)/C=C/c2ccco2)n1,-10,12,-21,10,10,2.4,2,-10,-33

Results (from the top)
Compound,EBV gp42 block,Tb hexokinase,14-3-3 Bad PPI,Runt-CBFb FRET,Hck-Nef inh,L929 necroptosis,Mdm2 ligase inh,Runt-SMMHC FRET,NCF1 inh
O=C(N/N=C/c1ccc([N+](=O)[O-])cc1)C(=O)N1CCCC1,-15,-34,-9,0,6,0.4,-17,-2,-9
O=C(/C=C/c1ccco1)Nc1cccc(NC(=O)/C=C/c2ccco2)n1,-10,12,-21,10,10,2.4,2,-10,-33
CCOc1ccc(-n2c(SCC(=O)NCc3ccco3)nnc2-c2c[nH]c3ccccc23)cc1,-3,8,32,-2,32,-0.2,-4,1,4
CCN(CC)c1ccc(/C=N/N2CCN(Cc3ccc(Cl)cc3)CC2)c(O)c1,-6,-8,3,6,-1,2.3,-8,-2,-6
Cc1nc(-c2nnc(SCC(=O)Nc3ccc(Cl)cc3)n2C)cs1,3,-3,-1,0,17,0.4,-3,0,-6
O=C(CCC(=O)c1cccs1)Nc1ccc(N2CCCCC2)cc1,-13,0,5,-2,32,2.8,-27,-6,-1
CCC(C)(C)n1nnnc1C(c1ccc(O)cc1)N1CCc2ccccc2C1 (configuration not stated),-22,-1,-1,7,21,48,-10,11,3
CCCCCCCc1nc2nc(C)c(Br)c(=O)n2[nH]1,0,-3,4,-1,6,0.2,4,2,6
Cc1cc(NC(=O)CSc2nnc(-c3cccnc3)n2C)no1,41,0,8,0,2,0.2,-11,2,3
CCOC(=O)c1ccc(S(=O)(=O)NNC(=O)COc2ccccc2C)cc1,-10,-3,0[fluorescence artefact?],0,-2,0.8,-2,-3,-3
CCOC(=O)N1CCN(C(=O)c2oc3ccc(S(=O)(=O)N4CCOCC4)cc3c2C)CC1,-2,-3,5,1,-7,1.1,5,0,-7
Cc1nc2ncccn2c1-c1csc(Nc2ccccc2)n1,4,-9,2,3,-2,59,.,-4,-21
O=C(CSCC(=O)N1CCCc2ccccc21)Nc1nc(-c2ccccc2)cs1,-16,3,1,-1,-4,0.4,.,-6,-12
CCOc1ccc(C(=O)NC2CC3CCCC(C2)N3CC(C)C)cc1 (configuration not stated),-7,8,11,4,-2,-0.7,-15,3,-1
CCOC(=O)C1C(=O)CC(C)(O)C(C(=O)OCC)C1c1cccc(OC(F)(F)C(F)F)c1 (configuration not stated),-6,-1,-3,-6,1,-1.7,-5,-4,-1
Cc1ccc2nc(N3C(=O)C(O)=C(C(=O)c4cc5ccccc5o4)C3c3cccs3)sc2c1 (configuration not stated),3,-3,11,10,1,1.4,5,7,-125
c1ccc(-n2c(-c3ccco3)nnc2-c2ccco2)cc1,-30,-7,7,1,0,-0.2,-15,3,-5
O=C(O)c1cc(NS(=O)(=O)c2ccc(N3CCOCC3)c([N+](=O)[O-])c2)cc(C(=O)O)c1,1,34,9,0,10,0.4,9,2,-2
CC1CN(c2oc(-c3ccco3)nc2C#N)CC(C)O1 (configuration not stated),-14,-25,10[fluorescence artefact?],-1,0,0.7,1,-2,-14
O=C(CCCCn1c(=O)[nH]c2ccsc2c1=O)NCc1ccc2c(c1)OCO2,-25,-4,-5,-1,1,0.5,-4,2,-1
CCOc1ccccc1Nc1nnc(SCc2ccc(C(=O)OC)o2)s1,1,-2,-5,1,1,3.4,-16,4,-9
CCCCOc1cccc(C(=O)NC(=S)Nc2cccc(C(F)(F)F)c2)c1,-9,32,-7[fluorescence artefact?],6,2,0.2,-5,-2,-19
O=C(O)c1ccc(NC2=C/C(=N/S(=O)(=O)c3ccccc3)c3ccccc3C2=O)cc1,4,-13,31,1,12,7.1,.,2,0
COc1cc(OC)c(C(=O)NCC(c2cccs2)N(C)C)cc1OC (configuration not stated),-14,-10,0,-1,17,2.7,-4,-2,3
Cc1c(Cl)cccc1NC(=S)NCc1ccc2c(c1)OCO2,0,33,-19[fluorescence artefact?],0,0,-1.1,-6,-1,-15
Cc1ccc(C(=O)N/N=C\c2ccc(-c3ccc([N+](=O)[O-])cc3)o2)cn1,-1,-19,19,-6,22,2.5,-17,-25,2
CCc1ccc2[nH]c(=O)c(CN(Cc3ccc(F)cc3)C(c3nnnn3CCN3CCOCC3)C(C)C)cc2c1 (configuration not stated),-7,-21,7,2,3,0.9,-10,-2,-16
CCOC(=O)c1c(NC(NC(C)=O)C(Cl)(Cl)Cl)sc2c1CCCC2 (configuration not stated),-2,-4,-3,3,4,1.4,-16,-1,-6
CCOC(=O)c1ccc(NC(=O)C(=O)NCc2ccccn2)cc1,-12,-2,-3,1,21,1.3,-9,5,-2
COc1cc(NS(=O)(=O)c2ccc(C)cc2)ccc1-n1cnnn1,-17,4,14[fluorescence artefact?],-1,-1,0.1,3,3,53*
Cc1nn(Cc2nc(-c3cccs3)no2)c(C)c1Br,6,4,1,2,1,0.6,-8,2,-2
O=C(CNCC1CCCCC1)Nc1ccc(N2CCCCC2)cc1,0,8,34,0,-7,3.7,-12,2,0
C=CCOc1ccc2ccccc2c1CNc1ncn[nH]1,-24,-9,-4,2,1,-0.2,-14,4,-8
O=C(CNC(=O)c1ccc(Oc2ccccc2)cc1)OC1CCCCC1=O (configuration not stated),-10,-4,20[fluorescence artefact?],-1,4,-0.3,-11,0,-7
CN(C)CCCOC(=O)CCc1ccccc1,-10,-2,-3,0,1,-0.4,0,5,-9
CC(C)C(C(=O)OCC(=O)c1ccc2c(c1)NC(=O)CO2)N1C(=O)c2ccccc2C1=O (configuration not stated),-10,-2,3,-3,-1,0.1,-14,-2,-2
COc1ccc(/C=N/NC2=NCCCCC2)c(OC)c1,-20,-2,6,1,11,-1.9,-13,-1,-2
COc1ccccc1/C(C)=N/NC(=S)NCc1ccccc1,-5,2,-23,-4,21,-0.9,0,0,-10
CC(c1ccco1)N(C(=O)c1ccc(F)cc1)c1ccccn1 (configuration not stated),-33,-2,-7,0,25,0.7,8,-3,-4
O=C(O)/C=C/C(=O)NNc1ncnc2ccccc12,-7,-43,-5,-2,6,-0.8,.,1,-2
CCCCN(C)C(=O)c1nc2ccccn2c1CN(C)Cc1csc(C)n1,1,-1,-8,-2,-1,-0.8,-15,2,-17
Cc1cc(C(F)(F)F)c(C#N)c(Sc2ccccc2)n1,-24,4,-5,-1,2,-0.3,5,9,-5
COc1ccc(OCCn2cnc(Cl)c2Cl)cc1,-8,4,5,-1,19,0.2,-2,-1,-39
COc1cc(C(c2sc3nc(C)nn3c2O)N2CCOCC2)cc(OC)c1OC (configuration not stated),-11,-2,9,.,16,1.1,-16,4,5
O=C(N/N=C\c1cn[nH]c1-c1ccccc1)c1ccc([N+](=O)[O-])cc1,-11,-21,6[fluorescence artefact?],-1,6,0.6,-11,2,-15
Cc1cc(NC(=O)CSc2nnc3ccccn23)no1,-9,-4,-3,-1,-1,0.1,-9,1,-10
O=C(COc1ccccc1)N1CCc2ccccc21,-11,29,-15,-1,-1,0.8,-16,3,-6
CCCCCOP(=O)(c1ccccc1)c1ccccc1,-1,0,-6,0,1,-0.3,-2,1,0
CCc1ccc(C(=O)Nc2nnn(CC)n2)cc1,-2,0,11,2,0,0.0,-55,-2,-1
CCOC(=O)c1csc(NC(=O)CSc2nnnn2-c2cccc(OC)c2)n1,-19,8,-2,-2,13,0.0,-1,-2,6

Additional structures
Compound,EBV gp42 block,Tb hexokinase,14-3-3 Bad PPI,Runt-CBFb FRET,Hck-Nef inh,L929 necroptosis,Mdm2 ligase inh,Runt-SMMHC FRET,NCF1 inh
CCOC(=O)N1CCN(c2ccc(C(C)=O)cc2F)CC1,-20,-14,11[fluorescence artefact?],0,0,1.1,.,-4,-2
CC(C)NC(NC(=O)/C=C/c1ccccc1)C(Cl)(Cl)Cl (configuration not stated),-6,-1,-13,2,10,2.3,3,3,-7
CCOc1ccc(-c2nc3n(c(=O)c2C#N)CCCS3)cc1,-16,-24,2[fluorescence artefact?],-2,11,-0.1,-10,-11,-19
Cc1onc(-c2ccccc2)c1C(=O)N/N=C/c1c[nH]c2ccccc12,-11,-12,-12,-1,25,-0.3,-9,1,-7
COCCN(C(=O)CSc1nnc(Nc2ccccc2F)s1)c1c(N)n(Cc2ccccc2)c(=O)[nH]c1=O,-26,-6,3,-1,4,0.4,0,-3,-11
CCOC(=O)N1CCC(NC(=O)C(C)n2c3ccccc3c3cnn(C)c(=O)c32)CC1 (configuration not stated),1,-9,-11,0,-3,1.7,10,0,-4
CCNC(=O)NC(=O)C(C)OC(=O)c1oc2ccc(OCC)cc2c1C (configuration not stated),4,-9,-8,-4,7,0.9,-9,-1,-7
O=C(Nc1ccc(F)cc1)c1ccccc1F,-12,-9,-1,2,0,-0.8,-11,-2,1
COC(=O)CC(NC(=O)c1ccco1)c1cccc2ccccc12 (configuration not stated),-19,0,-18,4,0,0.1,.,0,-8
CC(=O)Nc1ccc(C)cc1NC(C)=O,-10,-5,-5,-2,2,0.2,-3,-1,1
O=C(O)c1ccccc1SCC(=O)N1c2ccccc2Sc2ccccc21,-17,-4,-12,1,5,0.3,15,-6,-22
O=C(Nc1ccon1)c1ccc2c(c1)OCO2,-11,-2,10,0,2,-0.4,-4,-3,-5
COC(=O)c1ccccc1NC(=O)c1ccco1,-4,-4,-9,-3,4,0.0,-13,-5,-8
CCc1nnc(NC(=O)CSc2nc(C)c3c(c2C#N)CCCC3)s1,-13,-8,1[fluorescence artefact?],3,0,2.6,-14,15,-9
COc1ccc(Oc2ncccc2[N+](=O)[O-])cc1,5,-18,2,-1,-10,-0.2,-9,-2,2
CC1=NN(c2ccccc2)C(=O)/C1=C/N(C)C,-8,-14,-6,-1,-1,-0.1,-1,-4,-8
